FLuc modulator: counter-screen for miR-21 project: firefly luciferase inhibitors or activators; 360,000 compounds, 6.9% hits; purified FLuc, Km substrates, luminescence inhibition; P08659; Potency, µM (top dose mostly 57.5 µM), without a hit: top-dose activity change, negative = inhibition, usual class: inhibitors; active = well fitted inhibition curve with a large enough effect; inconclusive = small, poorly fitted or top-dose-only effect;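 also: plate controls were vehicle for no effect and reference inhibitor for full effect; nearly all actives have a fitted effect of over 55% in size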
Target sequence (P08659 whole entry, looked up): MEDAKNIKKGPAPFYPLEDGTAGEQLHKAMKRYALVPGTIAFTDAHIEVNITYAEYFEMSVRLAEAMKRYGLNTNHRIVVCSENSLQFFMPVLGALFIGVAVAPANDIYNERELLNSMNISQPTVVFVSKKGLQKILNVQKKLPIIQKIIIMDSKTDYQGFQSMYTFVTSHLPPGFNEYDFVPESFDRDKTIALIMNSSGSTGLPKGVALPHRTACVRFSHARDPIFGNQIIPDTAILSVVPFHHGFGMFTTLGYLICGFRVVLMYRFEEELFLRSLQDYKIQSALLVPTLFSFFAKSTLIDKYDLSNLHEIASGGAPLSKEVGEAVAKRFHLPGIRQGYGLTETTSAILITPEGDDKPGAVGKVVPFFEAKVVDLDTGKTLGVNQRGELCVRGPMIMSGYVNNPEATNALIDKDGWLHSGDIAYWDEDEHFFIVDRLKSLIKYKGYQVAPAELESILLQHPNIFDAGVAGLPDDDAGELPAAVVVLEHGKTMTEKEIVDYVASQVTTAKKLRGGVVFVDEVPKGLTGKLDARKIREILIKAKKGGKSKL
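Purified P. pyralis luciferase (10nM final) with 10uM D-luciferin and 10uM ATP (Km levels) in 50mM Tris acetate pH 7.5, 10mM Mg acetate, 0.01% Tween-20, 0.05% BSA; qHTS 6-point titration, ~60 µM downward; luminescence read.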
An asterisk follows results filed as active; ? = inconclusive. Potency is read from the fitted curve at half-maximal effect. Not all compounds are listed, so the mix of outcomes need not match the whole.

SMILES | FLuc modulator
COc1ccc(N(CC(=O)Nc2cccc(Cl)c2)S(=O)(=O)c2c(C)[nH]c(=O)[nH]c2=O)cc1 | ?
COC(=O)c1ccc2c(c1)N(CC(=O)Nc1ccc(C)c(C)c1)C(=O)c1ccccc1S2 | -2%
COc1cc(Cl)c(C)cc1NC(=O)CCn1cnc2onc(-c3ccc(F)cc3)c2c1=O | -11%
Cc1c(-c2ccc(Cl)cc2)c(=O)oc2c(CN3CCN(C)CC3)c(O)ccc12 | 4%
COc1ccc(NC(=O)CSc2nc3c(c(=O)[nH]2)CCC3)cc1 | -6%
CCc1nc(-c2cc(S(=O)(=O)N3CCN(c4ccc(F)cc4)CC3)ccc2OC)no1 | -16%
O=C(CCC1N=C2c3ccccc3N=C(SCc3ccccc3Cl)N2C1=O)N1CCN(c2ccccc2)CC1 (configuration not stated) | -1%
COc1ccc(N2CCN(C(=O)CN3C(=O)CSc4c3c(C)nn4-c3ccccc3)CC2)cc1 | 0%
CCn1c(CN2CCCCC2)nc2cc(NC(=O)c3cc(OC)c(OC)c(OC)c3)ccc21 | -1%
O=C(c1cnn(-c2ccc(F)cc2)c1-n1cccc1)N1CCN(c2cccc(Cl)c2)CC1 | -2%
CCN(C(=O)CSc1nc2ccccc2nc1Cc1ccc(F)cc1)c1cccc(C)c1 | 5%
Cc1cc(C)cc(OCC(=O)N(Cc2cccs2)c2ccc(Cl)cc2)c1 | -16%
CN(CC(=O)Nc1ccc(Br)cc1)S(=O)(=O)c1cccc2nsnc12 | -4%
O=C(CS(=O)(=O)c1cccc2nsnc12)N1CCN(c2cccc(Cl)c2)CC1 | -1%
CC(=O)c1cc(-c2ccc(F)cc2)n(CCC(=O)NC2CCCCC2)c1C | -6%
CCCCC(=O)Nc1ccccc1C(=O)OCc1cc(=O)n2nc(C3CCCCC3)sc2n1 | -6%
COCCCNC(=O)CCCn1c(SCC(=O)c2ccc(F)cc2)nc2c(sc3ccccc32)c1=O | -3%
CCOCCc1nnc(NC(=O)C(=O)c2cc(C)n(-c3ccc(C)cc3C)c2C)s1 | -2%
Cc1ccc(CN2CCC(CNC(=O)c3cnn(-c4ccc(C)cc4)c3C3CCN(C(=O)OC(C)(C)C)CC3)CC2)cc1 | -2%
CC(C)(C)C(=O)OC1=CN(Cc2ccccc2)S(=O)(=O)c2ccccc21 | 1%
O=C(Nc1ccc2nc(SCC(=O)N3CCc4ccccc43)sc2c1)c1ccccc1 | ?
COc1ccc(N2CCN(C(=O)c3oc4ccccc4c3NC(=O)c3ccccc3OC)CC2)cc1 | -2%
O=C(CSc1nncn2c1cc1occc12)Nc1ccc(F)c(Cl)c1 | 0%
Nc1c(C(=O)Nc2ccc(F)c(F)c2)sc2nc(-c3ccncc3)ccc12 | 1%
COC(=O)c1ccc(NC(=O)CSc2nc3c(c(=O)n(C)c(=O)n3C)n2Cc2ccccc2)cc1 | -5%
O=C(Nc1nc(-c2ccccc2)ns1)c1ccc(Cl)cc1 | -6%
COc1cccc(CNCc2c(C(=O)O)c(C)n(Cc3ccc(F)cc3Cl)c2C)c1OC | -3%
Cc1ccc(CNC(=O)c2sc3nc4n(c(=O)c3c2C)CCCCC4)cc1 | -3%
CCOc1ccc(NC(=O)CC2C(=O)N(c3ccccc3)C(=O)N2C2CCCC2)cc1 (configuration not stated) | -2%
COC(=O)c1sccc1S(=O)(=O)N(CC(=O)NCc1ccccc1)c1ccc(C)cc1 | 4%

In another format: entries from further up
> CC(C)(C)C(=O)OC1=CN(Cc2ccccc2)S(=O)(=O)c2ccccc21
  FLuc modulator: 1%
> O=C(Nc1ccc2nc(SCC(=O)N3CCc4ccccc43)sc2c1)c1ccccc1
  FLuc modulator: ?
> COc1ccc(N2CCN(C(=O)c3oc4ccccc4c3NC(=O)c3ccccc3OC)CC2)cc1
  FLuc modulator: -2%
> O=C(CSc1nncn2c1cc1occc12)Nc1ccc(F)c(Cl)c1
  FLuc modulator: 0%

Going on with the list:
SMILES | FLuc modulator
CCOC(=O)c1ccccc1NC(=O)c1sc2nc3n(c(=O)c2c1C)CCCCC3 | -5%
CCOc1ccccc1CN(CCc1ccc2c(c1)OCO2)Cc1cccc(OC)c1OC | -2%
O=C(NCCc1csc(-c2cccc(F)c2)n1)C(=O)Nc1cc(F)ccc1F | -5%
Cc1ccc2cccc(NC(=O)c3cccc4c(Br)cccc34)c2n1 | -1%
O=C(Cn1nc(C(F)(F)F)c2c1CCCC2)Nc1ccc(Cl)cc1 | -4%
COC(=O)c1ccc(NC(=O)Nc2nnc(N(C)C3CCCCC3)s2)cc1 | -10%
COc1ccc(NC(=O)CN2CCN(Cc3ccccc3)S2(=O)=O)c(OC)c1 | 5%
CCOC(=O)c1ccccc1Nc1cc(C)nc2nc(-c3ccco3)nn12 | 3%
Cc1ccc2c(c1)-c1onc(C(=O)N3CCN(c4cccc(C)c4C)CC3)c1CO2 | 3%
CCOC(=O)Cc1ccc(NC(=O)N2CC(CC)Oc3ccccc32)cc1 (configuration not stated) | 1%
COC(=O)c1ccc(Cl)cc1NC(=O)N(Cc1ccc(OC)cc1)C1CCN(C(C)=O)CC1 | -2%
O=C(NCc1ccccc1)c1cnc2sc(N3CCCC3)nn2c1=O | -3%
O=C(Nc1cccc(C(F)(F)F)c1)c1ccc2c(c1)nnn2C1CCCC1 | -10%
COc1ccc(Cl)cc1NC(=O)Cn1c(=O)n(Cc2nc(C)no2)c(=O)c2ccccc21 | 2%
CC1Cc2cc(S(=O)(=O)CCC(=O)Nc3ccc(Cl)cc3F)ccc2N1C(=O)C1CC1 (configuration not stated) | -12%
CCOc1ccc(-c2cc3nc(C4CCN(C(=O)OC(C)(C)C)CC4)c(C(=O)Nc4cccc(C(F)(F)F)c4)cn3n2)cc1 | -1%
Cc1ccc(Cl)cc1NC(=O)c1cc(-c2ccc3c(c2)OCCO3)on1 | 1.3µM*
Cc1c(C(=O)OCC2CCCCC2)[nH]c2c1C(=O)CC(c1ccc(Cl)cc1)C2 (configuration not stated) | 0%
COc1cc2c(cc1OC)C(COc1ccc3c(C)cc(=O)oc3c1)N(C(=O)CC(C)C)CC2 (configuration not stated) | 0%
CCc1ccc(-n2nc(CO)c(C(=O)NCCc3ccccc3)n2)cc1 | 0%
Cc1cc(=O)n(Cc2ccccc2)c2c1c(C)nn2-c1ccccc1 | -2%
Cc1ccc(Cl)cc1NC(=O)C(C)n1nc(-c2ccccc2)ccc1=O (configuration not stated) | -11%
CCOc1ccc(C(=O)NCc2nc3cccnc3n2Cc2cccc(OC)c2)cc1 | -2%
CCCCN(CCCNC(=O)c1ccc(Sc2ccc(Cl)cc2)c(NC(C)=O)c1)c1ccccc1 | ?
CCOc1ccc2c(c1)c(=O)c(C(=O)c1ccc(CC)cc1)cn2CC(=O)Nc1ccc2c(c1)OCCO2 | -1%
CCOc1ccc(NC(=O)Cn2c(=O)c(CNc3ccc(OC)cc3)cc3ccc(OC)cc32)cc1 | -1%
Cc1ccc(Sc2ccc(N3CCCC(C(=O)Nc4ccc(F)c(Cl)c4)C3)nn2)cc1 (configuration not stated) | -5%
CC1CCN(S(=O)(=O)c2nnc(NC(=O)c3ccc(C(C)C)cc3)s2)CC1 | ?
COc1cccc(CCNC(=O)c2c(O)nc3cc(C)ccn3c2=O)c1 | -2%
COc1ccc(CNC(=O)C(=O)NCC(c2ccco2)S(=O)(=O)c2cccs2)cc1 (configuration not stated) | 0%
Cc1cccc(C(=O)N2CCCCC2CCN2CCCCC2)c1 (configuration not stated) | 1%
COc1ccc(-n2cc(C(=O)NC(C)c3ccccc3)c3ccccc3c2=O)cc1 (configuration not stated) | ?
COc1ccccc1NC(=O)NCCCN1CCN(c2ccc(F)cc2)CC1 | -1%
CCOC(=O)c1c(C)n(-c2ccccc2)c2ccc(OC(=O)c3cc(OC)cc(OC)c3)cc12 | -11%
Cc1ccc2c(=O)cc(CSc3ncn[nH]3)[nH]c2c1C | -12%
Cc1ccccc1CNC(=O)C1CCN(c2nnc(-n3c(C)ccc3C)s2)CC1 | -8%
CCOC(=O)c1nn2c(C(F)(F)F)cc(-c3ccc(C)cc3)nc2c1Cl | -6%
CCCN1Cc2cccc(C(=O)Nc3cccc(C(=O)OCC)c3)c2C1=O | ?
Cc1cccc(NC(=O)C2CCC(CNS(=O)(=O)c3ccc4c(c3)CCCC(=O)N4)CC2)c1C (configuration not stated) | -10%
CCCCOc1ccc(S(=O)(=O)NCc2csc(-c3ccc(OC)cc3)n2)cc1 | -13%
Cc1ccc(C)c(NC(=O)C(CC(C)C)N2Cc3ccccc3C2=O)c1 (configuration not stated) | -2%
Cc1ccc(-c2nn3c(=O)cc(CN4CCN(C(=O)/C=C/c5ccccc5)CC4)nc3s2)cc1 | 3%
Cc1ccc(-n2nc(C)c3c(C)cc(=O)n(CC(=O)Nc4cc(Cl)ccc4C)c32)cc1 | -3%
COc1cccc(NC(=O)C2CCN(c3cc(C)nc4c(-c5ccc(Cl)cc5)c(C)nn34)CC2)c1 | -6%
COc1cccc2c1Oc1nc(-c3ccccc3)nc(SCC(=O)Nc3ccccc3)c1C2 | -2%

Pulled one by one from the list above (two):
SMILES | FLuc modulator
Cc1ccc2c(=O)cc(CSc3ncn[nH]3)[nH]c2c1C | -12%
Cc1ccccc1CNC(=O)C1CCN(c2nnc(-n3c(C)ccc3C)s2)CC1 | -8%

(cont.)
SMILES | FLuc modulator
Cc1cccc(NC(=O)CN(C)S(=O)(=O)c2ccc3c(c2)c(=O)n(C)c(=O)n3C)c1 | -4%
CC(C)C(=O)NCC(c1ccc2c(c1)OCO2)N1CCN(c2ccccc2)CC1 (configuration not stated) | -5%
CC(C)(C)OC(=O)N1CCC(c2c(C(=O)N3CCN(c4ccccn4)CC3)cnn2-c2cccc(F)c2)CC1 | -3%
Cc1ccc(-n2nc(C)c3c(C(=O)O)cc(C)nc32)cc1 | -18%
COc1ccccc1N1CCN(C2C(=O)c3ccccc3N2C(C)=O)CC1 (configuration not stated) | -18%
CC1CCCCN1C(=O)CSc1n[nH]c(-c2ccccc2Cl)n1 (configuration not stated) | -2%
COc1cc(C(=O)n2nc(-c3ccco3)nc2NCc2ccc(Cl)cc2)cc(OC)c1OC | -2%
COc1ccc(CN2C(=O)C(NC(=O)c3ccccc3C)(C(F)(F)F)N=C2c2ccccc2)cc1 (configuration not stated) | -1%
CC1=C(C(=O)Nc2cc(C)ccc2C)C2(CCCCCC2)OC1=O | 1%
Cc1ccc(Cl)cc1NC(=O)Cn1ncc2c(C)n(Cc3ccccc3F)c(C)c2c1=O | -5%
COc1ccc(N2CCN(C(=O)Cn3nc(Cc4cccnc4)c4ccccc4c3=O)CC2)cc1 | -6%
CCCCOC(=O)c1ccc(NC(=O)c2cc(=O)c3ccccc3o2)cc1 | 0%
COc1ccc(-c2cnc(C)o2)cc1S(=O)(=O)Nc1ccc(F)cc1F | 4%
Cc1cc(Br)ccc1NC(=O)C1CCCN(S(=O)(=O)c2cccc3nonc23)C1 (configuration not stated) | -5%
COC(=O)c1ccc(OCC2c3cc(OC)c(OC)cc3CCN2C(=O)c2ccc(F)cc2)cc1 (configuration not stated) | 4%
Cc1c(C(=O)OC2CCCCCC2)[nH]c2c1C(=O)CC(c1ccc(Cl)cc1)C2 (configuration not stated) | -3%
O=C(Cn1cc(SCc2ccccc2)c2ccccc21)N1CCCCC1 | ?
COc1cccc(CNC(=O)C2CCN(Cc3cc4ccccc4n3Cc3ccc(C)cc3)CC2)c1 | -2%
Cc1cc(C)c2c(CC(=O)N(Cc3ccc(N(C)C)cc3)Cc3ccco3)coc2c1 | -15%
CN(C(=O)NCc1noc2ccccc12)c1cccc(Cl)c1 | -7%
COc1cccc(-n2c(=O)c3c4c(sc3n(Cc3ccc(C)cc3)c2=O)CCCC4)c1 | -3%
Cc1ccc(NC(=O)Cn2c(=O)n(CCCCC(=O)NCCc3ccccc3)c(=O)c3ccccc32)c(C)c1 | 2%
COc1ccc(-c2nn3c(-c4ccccc4)nnc3c3ccccc23)cc1 | -4%
COc1cccc(CNC(=O)Cn2c(=O)cc(C(F)(F)F)c3c(C)nn(C)c32)c1OC | 0%
O=C1CS(=O)(=O)C2(C(=O)N(Cc3ccccc3Cl)c3ccccc32)N1c1ccc(F)cc1 (configuration not stated) | 1%
Cc1cccc(N2CCN(C(=O)c3cc4ccc5cccnc5c4[nH]3)CC2)c1C | -14%
Cc1ccc(CNC(=O)Cn2cc(S(=O)(=O)Cc3ccccc3F)c3ccccc32)cc1 | ?
COc1ccc(C2=CC(c3ccccc3F)n3ncc(C(=O)Nc4ccc(C)cc4)c3N2)cc1 (configuration not stated) | -1%
O=C(COc1ccc(Cl)cc1)Nc1nnc2n1CCS2 | 6%
COc1cccc(-c2nnc3n(CCc4ccccc4)c(=O)c4ccccc4n23)c1O | -4%
CN(Cc1ccccc1)C(=O)c1c[nH]c2ccc(S(=O)(=O)Nc3ccccc3F)cc2c1=O | ?

4 of the compounds above, with each value named:
COc1cccc(CNC(=O)Cn2c(=O)cc(C(F)(F)F)c3c(C)nn(C)c32)c1OC
  FLuc modulator = 0%
O=C1CS(=O)(=O)C2(C(=O)N(Cc3ccccc3Cl)c3ccccc32)N1c1ccc(F)cc1 (configuration not stated)
  FLuc modulator = 1%
Cc1cccc(N2CCN(C(=O)c3cc4ccc5cccnc5c4[nH]3)CC2)c1C
  FLuc modulator = -14%
Cc1ccc(CNC(=O)Cn2cc(S(=O)(=O)Cc3ccccc3F)c3ccccc32)cc1
  FLuc modulator = ?

Compound activity (PubChem BioAssay)
